# Bioassay records from PubChem.
# HCV NS3 hel inh: HCV NS3 helicase inhibition; NS3 helicase DNA unwinding, Cy5 molecular beacon fluorescence; inhibition, % at 10.9 µM; 0.56% of 290,000 active; AID 1800;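 active means inhibition above the mean of all tested compounds plus 3 SD, set per campaign, cut at about 35% in these data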;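 further: 0% = DMSO wells and 100% = thioflavine S control wells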
#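 System: Hepatitis C virus NS3 helicase domain fragment enzyme | Reagent: Annealed dual-labelled DNA beacon duplex, ATP-started | Compound dosing: 10.9 µM single point, 0.8% DMSO | Incubation: 1 h reaction at 25 °C, ATP-initiated | Technique: Cy5 fluorescence | Evaluation: Percent inhibition from t60/t0 fluorescence ratio | Benchmarks: Low DMSO, high thioflavine S at 110 µM | Replication: Singlicate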
# CRFR2-BP antag: CRF-BP/CRF-R2 complex antagonism; HEK293 CRF-R2/CRF-BP, CRF-induced calcium fluorescence; inhibition, % at 11.8 µM; 0.59% of 350,000 active; AID 588475;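 active means inhibition of the ligand-induced calcium signal above about 50% at the single tested concentration, limit read from the data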
# MEKK2 WT-MEK5: raises or lowers MEK5 binding to wildtype human MEKK2 PB1 domain. Q9Y2U5. bead flow cytometry, Alexa488-MEK5 binding to MEKK2 WT; actives lie on both sides. binding response (% of control), % at 10 µM. 1.1% of 290,000 active. AID 1531; in the data active means binding response below about 67% or above about 130%
# MEKK3 PB1 HTS: raises or lowers MEK5 binding to the human MEKK3 PB1 domain | Q99759 | bead-based flow cytometry, Alexa488-MEK5 binding to MEKK3; actives lie on both sides; 0 = blocked by unlabeled MEK5, 100 = vehicle | binding response (% of control), % at 10 µM | 1.4% of 290,000 active;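 active means binding response more than 3 SD above or below the average of its plate-row segment, actives on both sides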;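 further: Alexa488 bead fluorescence after subtracting the streptavidin-only scavenger bead signal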
# Target sequence (Q99759 whole entry, looked up, the tested form may be a part): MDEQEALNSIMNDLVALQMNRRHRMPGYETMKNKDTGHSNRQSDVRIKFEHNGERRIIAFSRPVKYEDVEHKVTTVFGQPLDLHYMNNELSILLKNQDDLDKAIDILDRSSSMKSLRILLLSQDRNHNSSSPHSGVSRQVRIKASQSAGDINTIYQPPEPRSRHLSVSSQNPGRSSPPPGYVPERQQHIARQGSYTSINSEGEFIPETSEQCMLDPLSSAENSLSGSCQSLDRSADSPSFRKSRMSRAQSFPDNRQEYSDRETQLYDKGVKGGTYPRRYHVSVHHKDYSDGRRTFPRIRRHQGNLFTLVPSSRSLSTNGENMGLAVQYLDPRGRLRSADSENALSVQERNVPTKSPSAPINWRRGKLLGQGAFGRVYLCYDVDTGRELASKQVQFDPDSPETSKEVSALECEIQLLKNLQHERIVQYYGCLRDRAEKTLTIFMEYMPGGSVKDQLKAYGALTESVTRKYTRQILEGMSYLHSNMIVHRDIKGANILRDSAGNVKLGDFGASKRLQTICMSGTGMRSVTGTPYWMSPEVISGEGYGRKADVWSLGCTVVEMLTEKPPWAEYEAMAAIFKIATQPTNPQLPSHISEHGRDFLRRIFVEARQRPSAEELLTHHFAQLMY
# CRFR2-BP ag: agonists of human CRF-binding protein/CRF-R2 receptor complex; HEK293 CRF-R2/CRF-BP, calcium dye fluorescence (FLIPR); percent of saturating CRF peptide response; activation, % at 13.2 µM; 0.46% of 350,000 active; AID 588473;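 active means activation of at least 50%, plus an integration ratio under a set limit after plate pattern correction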;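 further: plate controls were neutral control wells without compound for no effect and CRF at EC100 for full effect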
# UBC9 SUMO inh: SUMOylation inhibition; P63279; HTRF SUMOylation assay, SAE1/SAE2 + UBC9, in vitro; inhibition, % at 35 µM; 0.36% of 290,000 active; in the data active means inhibition above about 50%, passing the limit was not always enough; further: strong numbers were not always called active
# Target sequence (P63279 whole entry, looked up): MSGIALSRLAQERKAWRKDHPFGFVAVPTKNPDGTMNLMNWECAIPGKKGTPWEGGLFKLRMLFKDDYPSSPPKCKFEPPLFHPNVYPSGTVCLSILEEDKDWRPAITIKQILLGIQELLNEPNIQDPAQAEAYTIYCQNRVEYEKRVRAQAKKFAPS
# MEKK2mut PB1 HTS: signal of MEK5 binding to mutant human MEKK2 PB1 domain. bead flow cytometry, Alexa488-MEK5 binding to MEKK2 mutant. 0.35% of 290,000 active. percent response, % at 10 µM. AID 1530; in the data active means percent response above about 24%, passing the limit was not always enough; further: inactives centre near 1; some results filed as inactive read as strong as hits
# DNA FID counter: displaces DNA intercalator in HCV helicase counter-screen; inhibition, % at 7.9 µM; DNA fluorescent intercalator displacement, fluorescence; 0.17% of 290,000 active; in the data active means inhibition above about 37%;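 further: 0% = vehicle and 100% = reference compound; higher means more ethidium bromide displaced from hairpin DNA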
# GalR3 antagonist: human GalR3 antagonism; HEK293 GalR3-CNG cAMP membrane potential fluorescence; galR3 body fused to GalR1 C-terminus; 0.44% of 360,000 active; AID 651719; inhibition, % at 3 µM; O60755;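 active means inhibition above the screen-wide average plus 3 SD, cut at about 13% in these data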;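 further: forskolin and galanin both at EC90 stimulate the cells; cAMP rise reported by CNG channel membrane potential dye signal; 0% = forskolin plus galanin with DMSO and 100% = forskolin alone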
# Target sequence (O60755 1-299 limits assumed): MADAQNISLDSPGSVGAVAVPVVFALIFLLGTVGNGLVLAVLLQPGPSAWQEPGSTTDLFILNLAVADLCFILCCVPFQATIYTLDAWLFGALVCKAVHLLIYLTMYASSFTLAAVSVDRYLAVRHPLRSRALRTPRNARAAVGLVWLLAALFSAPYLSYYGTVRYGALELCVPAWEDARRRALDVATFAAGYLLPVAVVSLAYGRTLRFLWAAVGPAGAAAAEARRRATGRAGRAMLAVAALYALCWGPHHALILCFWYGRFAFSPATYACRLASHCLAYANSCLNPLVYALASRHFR
# Numbers without * were called inactive; · = no result given; [ ] = dose if it differs, or a comment. A portion of the library; count on the stated rates, not on these rows.
SMILES,HCV NS3 hel inh,CRFR2-BP antag,MEKK2 WT-MEK5,MEKK3 PB1 HTS,CRFR2-BP ag,UBC9 SUMO inh,MEKK2mut PB1 HTS,DNA FID counter,GalR3 antagonist
CCc1cc(=O)oc2cc(C)cc(OC(C)C(=O)NCc3ccncc3)c12 (centres undefined),7,-1,104,100,-0.8,·,0,-27,2
Oc1ccc(/C=C/c2cnccn2)cc1,-5,-20,92,95,0.0,22,-6,-1,-4
O=C(c1ccc(NC2=NC3CS(=O)(=O)CC3S2)cc1)N1CCN(C(=O)c2ccco2)CC1 (centres undefined),1,22,100,105,-5.6,4,10,-4,·
COc1ccc(CCNC(=O)C2CCN(C(=O)c3cccs3)CC2)cc1,-1,0,97,100,2.4,17,-1,-12,3
O=C(OCC#CCSc1nnc(-c2ccccc2)o1)c1ccco1,7,6,106,104,-2.1,22,7,-29,-6
COc1cc(C2Nc3cc(Cl)c(S(N)(=O)=O)cc3S(=O)(=O)N2)cc(OC)c1OC (centres undefined),0,-7,102,106,-1.2,15,3,2,-5
O=C(O)c1ccc(-n2cccc2/C=C2/SC(=O)N(CC(=O)N3CCCC3)C2=O)cc1,20,19,99,98,0.2,41,-6,-24,-9
CNS(=O)(=O)c1cccc(C(=O)OCC(=O)c2c(N)n(C)c(=O)n(C)c2=O)c1,15,-18,102,103,1.6,-2,23,-11,-3
C=CCn1cc(C(=O)N2CCN(CC)CC2)c(=O)c2cc(S(=O)(=O)N(CC)CC)ccc21,0,2,106,102,0.8,7,3,-3,-9
Cc1c(OC(C)C(=O)NCCCN2CCCC2=O)ccc2c3c(c(=O)oc12)CCCC3 (centres undefined),0,1,102,103,-1.0,27,2,-40,1
CC1CCN(S(=O)(=O)c2cccc(C(N)=O)c2)CC1,17,-13,88,88,-1.3,1,-3,-2,6
COc1ccc(-c2cc(N3C(=O)Nc4ccccc4N3O)n[nH]2)cc1,-43,1,94,91,-0.3,20,-2,-1,-1
N#CCCC(CCC#N)C1=NCCc2ccccc21,-2,9,101,103,1.2,15,3,-11,-2
CCCCCCC1CC(CSC(=N)N)OC1=O (centres undefined),-2,-9,112,107,0.2,8,7,3,-1
CCOc1ccc2nc(SC3CC(=O)N(c4ccc(C)cc4)C3=O)sc2c1 (centres undefined),5,7,101,98,0.2,12,5,-7,-4
COc1ccc(CNC(=O)c2cnn3c(C(F)F)cc(C)nc23)cc1OC,7,5,96,98,-0.8,17,4,-8,15*
CC(=O)N/C(=C/c1ccccc1)C(=O)NCCO,2,-9,111,106,-0.8,2,1,1,-3
CCOc1ccc(NC(=O)CCNS(=O)(=O)c2ccc3c(c2)CC(C)N3C(C)=O)cc1 (centres undefined),0,4,97,99,-0.1,11,1,-26,-5
O=C(Cc1ccc(Cl)cc1)NNC1CC(=O)N(c2ccc3ccccc3c2)C1=O (centres undefined),2,8,101,111,-0.8,-8,2,-36,-4
O=C1Nc2ccccc2N=C(c2ccccc2)c2ccccc21,-13,-18,105,109,-1.9,3,8,-12,-5
COc1ccc(CN2CCNC(=O)C2CC(=O)NCCCn2cccn2)c(OC)c1 (centres undefined),0,-2,100,98,3.5,-2,4,-10,0
CCOc1ccc(C2CC(=O)NC3=C2C(=O)CCC3)cc1 (centres undefined),0,0,104,109,-0.7,22,11,-3,8
CCOC(=O)N1CCN(C(=O)c2c[nH]c3ccc(S(=O)(=O)N(C)c4ccccc4C)cc3c2=O)CC1,0,26,110,111,0.1,0,4,-44,-8
CC1CCN(C(=O)CN2C(=O)COc3ccc(Cl)cc32)CC1,15,28,99,96,1.9,13,1,-16,-6
O=C(CNCC1CCCO1)Nc1ccccc1N1CCCCCC1 (centres undefined),-3,3,101,100,0.6,-4,-4,-1,-3

# Further entries follow:
SMILES,HCV NS3 hel inh,CRFR2-BP antag,MEKK2 WT-MEK5,MEKK3 PB1 HTS,CRFR2-BP ag,UBC9 SUMO inh,MEKK2mut PB1 HTS,DNA FID counter,GalR3 antagonist
CC(=O)c1cccc(NC(=O)NC2CC3CCCC(C2)N3CC(C)C)c1 (centres undefined),2,-5,106,87,3.6,2,1,9,-4
O=C(O)c1cc2nc(C3CC3)cc(C(F)(F)F)n2n1,17,-11,114,109,5.6,5,11,4,-1
O=C(O)c1ccc(CSc2nc3ccccc3[nH]2)cc1,-2,1,94,95,0.6,14,1,0,-7
CCCCCCCN1CCC(=O)N(CCO)CC1,-5,-1,107,104,-1.5,-1,0,-7,-7
O=C(O)CSc1nnnn1-c1ccc2c(c1)OCCO2,2,1,111,106,0.7,5,-1,-1,-6
CC(C)OP(=O)(OC(C)C)C(O)c1ccc(N(C)C)cc1 (centres undefined),5,0,98,105,-1.1,9,-2,-20,-6
O=C(NCCc1nc2ccccc2[nH]1)Nc1ccccc1,-3,-6,90,86,-1.1,11,-11,4,-6
Cn1c(=O)[nH]c(=O)c2[nH]c(CN3CCN(C(=O)c4ccco4)CC3)nc21,1,-3,107,101,2.5,0,2,0,-1
O=C(C1CC(=O)N(c2ccc(Br)cc2)C1)N1CCCC1 (centres undefined),10,77*,111,105,-0.8,14,8,-8,-3
COc1ccccc1OCC(O)CN1C(=O)NC(C)(C)C1=O (centres undefined),·,5,101,98,-1.3,1,3,·,7
O=C(N/N=C/c1ccccc1)c1[nH]ncc1Br,-4,7,97,102,-0.1,-1,-3,-4,-5
CC(C)Cn1c(N)c(C(=O)COC(=O)C2CCCCC2)c(=O)n(C)c1=O,-11,-7,102,100,-0.4,-15,4,-22,-5
CS(=O)(=O)N1CCN(CCN2C(=O)c3cccc4cccc(c34)C2=O)CC1,-1,11,95,95,-1.0,1,-6,-2,-4
CCc1ccc(NC(=O)COc2ccc(Br)cn2)cc1,-8,11,89,97,-3.0,42,-8,-3,-4
C=CCN(CC=C)CCOc1cc(C)ccc1[N+](=O)[O-],-7,11,111,108,1.1,0,7,7,-8
COC(=O)CCC(=O)OC1(C)C(=O)C2=CN(Cc3ccccc3)C(c3ccc(OC)cc3)=CC2=C(Br)C1=O (centres undefined),·,11,-6.0*,90,1.5,·,-4,·,-5
Cc1occc1C(=O)N1CCCC(Nc2ccc(C(C)C)cc2)C1 (centres undefined),-4,3,104,101,-1.8,1,1,-33,-1
CN(C(=O)c1cc(S(=O)(=O)N2CCCCC2)c[nH]1)C1CCCCC1,17,-7,98,104,-1.2,-5,0,-42,3
FC(F)(F)C(F)(F)c1nnc2ccc(-n3ccnc3)nn12,-3,5,94,90,-1.4,4,-1,-1,9
CC(=O)c1ccc(NC(=O)c2ccc3nc(-c4ccco4)c(-c4ccco4)nc3c2)cc1,39*,-6,90,98,2.5,92*,1,-21,·
COc1cccc(C2C(C#N)=C(N)Oc3cc(C)oc(=O)c32)c1OC (centres undefined),-3,7,111,109,3.4,16,11,-8,-2
COc1ccc(CN(Cc2ccc(C(=O)O)cc2)C(=S)Nc2cccc(C)c2)cc1OC,11,-4,104,97,-3.0,10,7,-30,-8
CSCCC(NC(=O)/C(=C/c1ccco1)NC(=O)c1ccc(Br)o1)C(=O)O (centres undefined),2,6,112,105,-0.8,9,8,-3,-10
O=C(c1cc([N+](=O)[O-])ccc1N1CCOCC1)N1CCN(c2ccccc2)CC1,-10,·,108,104,·,-2,7,-28,3
CCCn1c(=O)[nH]c(=O)c2c1nc(-c1ccc3c(c1)OCCO3)n2CCN1CCOCC1,4,11,106,108,-1.6,28,-1,-6,-1

# A section of the results above, for reference:
SMILES,HCV NS3 hel inh,CRFR2-BP antag,MEKK2 WT-MEK5,MEKK3 PB1 HTS,CRFR2-BP ag,UBC9 SUMO inh,MEKK2mut PB1 HTS,DNA FID counter,GalR3 antagonist
COc1ccc(CCNC(=O)C2CCN(C(=O)c3cccs3)CC2)cc1,-1,0,97,100,2.4,17,-1,-12,3
O=C(OCC#CCSc1nnc(-c2ccccc2)o1)c1ccco1,7,6,106,104,-2.1,22,7,-29,-6
COc1cc(C2Nc3cc(Cl)c(S(N)(=O)=O)cc3S(=O)(=O)N2)cc(OC)c1OC (centres undefined),0,-7,102,106,-1.2,15,3,2,-5
O=C(O)c1ccc(-n2cccc2/C=C2/SC(=O)N(CC(=O)N3CCCC3)C2=O)cc1,20,19,99,98,0.2,41,-6,-24,-9

# Further results
SMILES,HCV NS3 hel inh,CRFR2-BP antag,MEKK2 WT-MEK5,MEKK3 PB1 HTS,CRFR2-BP ag,UBC9 SUMO inh,MEKK2mut PB1 HTS,DNA FID counter,GalR3 antagonist
COc1ccc(CN2C(=O)c3c(c(C)n(C)c3C)C2C(=O)NC2CCC(C)CC2)cc1 (centres undefined),16,-12,92,91,-2.4,7,-30,-28,-4
Cn1c(=O)c2cc(S(=O)(=O)NC(C(=O)NC3CCCCC3)c3ccccc3)ccc2n(C)c1=O (centres undefined),3,-10,107,109,0.3,17,9,-2,5
COC(=O)CC1(c2ccc(OC)cc2)C(=O)c2ccccc2C1=O,-7,25,103,102,-2.8,7,-5,-14,-3
Cc1cc2c(=O)n(C)c(SCC(=O)Nc3ccccc3)nc2s1,-3,9,96,99,-2.5,10,-5,-20,-6
COc1ccc2c(Cl)c(C(=O)N/N=C/c3c(C)[nH]c4ccccc34)sc2c1,-14,1,48*[inhibitor],96,1.7,10,22,-5,-8
Cc1ccc(S(=O)(=O)Nc2ccccc2CNc2ncc(Br)cc2Br)cc1,-17,18,100,94,-5.3,10,1,2,-2
CCCCN1c2ccccc2N(CCCO)c2cc(C)nnc21,-2,-13,112,107,-2.7,-4,4,-19,4
CN(C)S(=O)(=O)Oc1cccc(C(=O)Nc2ccc(Cl)c(Cl)c2)c1,-8,-53,114,104,9.0,10,7,2,-2

# As entered above.
# In GalR3 antagonist, `CCCCN1c2ccccc2N(CCCO)c2cc(C)nnc21` reads 4
# In CRFR2-BP antag, `COc1ccc2c(Cl)c(C(=O)N/N=C/c3c(C)[nH]c4ccccc34)sc2c1` reads 1
# In GalR3 antagonist, `CN(C)S(=O)(=O)Oc1cccc(C(=O)Nc2ccc(Cl)c(Cl)c2)c1` reads -2

# Part of the list above in another layout:
Cn1c(=O)c2cc(S(=O)(=O)NC(C(=O)NC3CCCCC3)c3ccccc3)ccc2n(C)c1=O (centres undefined)
  HCV NS3 hel inh: 3; CRFR2-BP antag: -10; MEKK2 WT-MEK5: 107; MEKK3 PB1 HTS: 109; CRFR2-BP ag: 0.3; UBC9 SUMO inh: 17; MEKK2mut PB1 HTS: 9; DNA FID counter: -2; GalR3 antagonist: 5
COC(=O)CC1(c2ccc(OC)cc2)C(=O)c2ccccc2C1=O
  HCV NS3 hel inh: -7; CRFR2-BP antag: 25; MEKK2 WT-MEK5: 103; MEKK3 PB1 HTS: 102; CRFR2-BP ag: -2.8; UBC9 SUMO inh: 7; MEKK2mut PB1 HTS: -5; DNA FID counter: -14; GalR3 antagonist: -3
Cc1cc2c(=O)n(C)c(SCC(=O)Nc3ccccc3)nc2s1
  HCV NS3 hel inh: -3; CRFR2-BP antag: 9; MEKK2 WT-MEK5: 96; MEKK3 PB1 HTS: 99; CRFR2-BP ag: -2.5; UBC9 SUMO inh: 10; MEKK2mut PB1 HTS: -5; DNA FID counter: -20; GalR3 antagonist: -6
COc1ccc2c(Cl)c(C(=O)N/N=C/c3c(C)[nH]c4ccccc34)sc2c1
  HCV NS3 hel inh: -14; CRFR2-BP antag: 1; MEKK2 WT-MEK5: 48*[inhibitor]; MEKK3 PB1 HTS: 96; CRFR2-BP ag: 1.7; UBC9 SUMO inh: 10; MEKK2mut PB1 HTS: 22; DNA FID counter: -5; GalR3 antagonist: -8
